TNAP inh hi DEA: blocks human TNAP under high phosphate acceptor concentration | P05186 | purified TNAP, CDP-star luminescence, 1 M DEA | inhibition, % at 20 µM | 0.03% of 200,000 active | AID 1135;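 active = over 50% inhibition of tissue-nonspecific alkaline phosphatase at 20 µM in the single-dose screen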;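 note: plate controls were DMSO wells for no effect and EDTA-quenched wells as full inhibition for full effect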
Target sequence (P05186 whole entry, looked up): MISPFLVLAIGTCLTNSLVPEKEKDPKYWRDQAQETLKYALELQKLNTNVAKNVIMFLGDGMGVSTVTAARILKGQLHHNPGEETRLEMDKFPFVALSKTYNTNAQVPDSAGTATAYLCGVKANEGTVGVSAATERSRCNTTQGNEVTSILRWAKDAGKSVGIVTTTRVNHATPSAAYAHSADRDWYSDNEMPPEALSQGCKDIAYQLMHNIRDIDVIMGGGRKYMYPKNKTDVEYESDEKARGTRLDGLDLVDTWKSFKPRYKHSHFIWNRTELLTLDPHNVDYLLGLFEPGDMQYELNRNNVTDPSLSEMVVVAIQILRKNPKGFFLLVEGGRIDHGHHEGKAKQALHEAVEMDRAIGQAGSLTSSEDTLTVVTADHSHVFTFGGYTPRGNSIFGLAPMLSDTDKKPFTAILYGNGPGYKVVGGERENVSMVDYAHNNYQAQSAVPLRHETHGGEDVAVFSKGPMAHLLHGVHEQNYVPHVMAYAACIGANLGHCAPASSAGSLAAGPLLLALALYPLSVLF
PMI act satM6P: increases human PMI activity with near-saturating mannose 6-phosphate; coupled PMI enzyme assay, resazurin fluorescence, 20 min; stronger effect = higher value; 1 = untreated enzyme, 0 = substrate-free blank; 0.34% of 190,000 active; activation factor at 20 µM; AID 1216; P34949;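 active = activation factor of 2 or more at 20 µM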
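Material: human phosphomannose isomerase with PGI, G6PDH, diaphorase coupling enzymes; amount: PMI at 15 ng/mL final; also added: Mannose-6-phosphate 1.0 mM (near-saturating) plus 0.22 mM NADP+; incubation: enzyme reaction with compound 20 min at room temperature; signal: resorufin fluorescence (Ex 544/Em 590 nm) from resazurin via diaphorase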
S1P3 antag: antagonists of human S1P3 receptor; AID 485; 0.27% of 170,000 active; CHO S1P3 NFAT-BLA reporter, FRET fluorescence, antagonist mode; Q99500; inhibition, % at 4.98 µM;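 active = inhibition above the plate cutoff, the mean inhibition of test wells on that plate plus 3 SD, cut at about 28% in these data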;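 note: cells challenged with S1P at its EC80 of 0.8 µM; blue over green emission ratio from cleaved BLA substrate after 4 h stimulation; 0% = S1P-stimulated wells and 100% = unstimulated DMSO-only wells; some compounds past the cut are filed as inactive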
Target sequence (Q99500 whole entry, looked up): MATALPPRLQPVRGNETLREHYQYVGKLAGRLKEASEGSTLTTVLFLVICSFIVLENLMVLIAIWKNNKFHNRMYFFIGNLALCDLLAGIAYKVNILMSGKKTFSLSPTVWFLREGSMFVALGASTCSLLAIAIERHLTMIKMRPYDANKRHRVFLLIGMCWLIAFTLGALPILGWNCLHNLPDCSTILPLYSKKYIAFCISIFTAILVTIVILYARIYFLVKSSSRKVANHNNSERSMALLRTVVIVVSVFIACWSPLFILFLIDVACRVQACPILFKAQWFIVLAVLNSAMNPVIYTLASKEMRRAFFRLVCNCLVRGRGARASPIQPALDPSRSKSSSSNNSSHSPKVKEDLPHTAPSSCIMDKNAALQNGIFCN
Redox H2O2 prof: compounds producing H2O2 with reducing agent – biochemical, NIH compound library profiling, artefact control for MLSCN library redox annotation, primary screen; DTT-dependent redox cycling H2O2, phenol red/HRP absorbance; 100% = 100 µM peroxide control, 0% = buffer; 0.03% of 200,000 active; activation, % at 10 µM; AID 878;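 active = activation of at least 50% relative to the plate's high and low controls in the primary single-dose screen; inactive = activation below 50%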;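 note: compound incubated with DTT at 0.8 mM final as the reducing agent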
Efa HMGR inh: E. faecalis class II HMG-CoA reductase inhibition. purified E. faecalis HMGR, NADPH absorbance 340 nm kinetic. inhibition, % at 10 µM. 0.41% of 190,000 active. AID 1066;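 active = inhibition above a set limit, the median over all tested compounds plus 3 SD, cut at about 9.5% in these data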;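 note: enzyme runs in reverse so mevalonate oxidation gives rising NADPH absorbance; 0% = complete reaction with DMSO and 100% = background rate lacking mevalonate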
PMI act: increases human mannose-6-phosphate isomerase activity. AID 1214. purified human PMI, coupled resazurin fluorescence, 20 min; stronger effect = higher value; 1 = vehicle control, 0 substrate-free wells. 0.005% of 190,000 active. P34949. activation factor at 20 µM;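 active = activation factor of 2 or more at 20 µM, relative to plate controls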
RAM inhibit: inhibitors of the yeast RAM network; S. cerevisiae dse1pr::URA3 reporter, 5-FOA growth OD615, 2 d; analog-sensitive cbk1-as2 kinase mutant strain; inhibition, % at 50 µM; 1.8% of 190,000 active; AID 868;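 active = inhibition above a set limit, 3 SD over mean compound inhibition, cut at about 8.4% in these data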;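 note: 0% = DMSO-only wells with no growth and 100% = 10 µM 1-NA-PP1 full growth; inhibition rescues growth on 5-FOA so higher OD means more RAM inhibition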
Hsp70 activator: switches on Hsp70 transcription; HeLa Hsp70 promoter luciferase reporter, luminescence; scaled: vehicle 0, proteasome-inhibitor control 100%; activation, % at 10 µM; 0.04% of 200,000 active;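 active = activation above the mean across all tested compounds plus 3 SD, cutoff set per campaign, cut at about 5.5% in these data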;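 note: 100% = MG132 at 30 µM as the positive control and 0% = DMSO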
Lmaj promast: Leishmania major promastigote growth inhibition | Leishmania major promastigotes, resazurin fluorescence viability | inhibition, % at 10 µM | 9% of 200,000 active; in the data active = inhibition above about 50%;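 note: promastigotes grown with compound for 44 hours at 28 °C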
TNAP inh no acc: inhibitors of human TNAP without phosphate acceptor; P05186; purified TNAP, CDP-star luminescence, 30 min; inhibition, % at 20 µM; 0.26% of 200,000 active; AID 1012;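 active = tissue-nonspecific alkaline phosphatase inhibition above about 50% at 20 µM in the single-dose screen, limit read from the data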;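 note: 0% = DMSO negative control and 100% = EDTA positive control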
Active calls of the source: *; . = no result given.

Below each SMILES: TNAP inh hi DEA, PMI act satM6P, S1P3 antag, Redox H2O2 prof, Efa HMGR inh, PMI act, RAM inhibit, Hsp70 activator, Lmaj promast, TNAP inh no acc
- Cc1cc(C)cc(Nc2nc3c(S(=O)(=O)c4ccccc4)nnn3c3ccccc23)c1
    -4, 1.1, -12, 0.1, -4, 1.1, 1.7, -0.1, 50, -3
- CC(C)c1nc2oc3c(N4CCN(C)CC4)ncnc3c2c2c1CCC2
    -10, 1, -7, ., ., 1.1, ., ., ., -8
- COC(=O)Nc1nc(Sc2ncc(C(F)(F)F)cc2Cl)n[nH]1
    -6, 1.1, 0, -0.1, -2, 1.1, -0.4, -0.3, 18, -10
- O=C(CCc1ccc(S(=O)(=O)N2CCOCC2)cc1)N1CCCC1
    -2, 1.1, ., 0.0, 0, 1, 0.9, 0.1, -1, -10
- O=C1c2ccccc2C(=O)N1CCCCN(C(=O)c1cc2ccccc2oc1=O)c1ccc(Cl)cc1
    -2, 0.9, -5, 0.2, -1, 0.8, 4.2, -0.3, 24, -14
- C/C(=N\NS(C)(=O)=O)c1ccccc1
    0, 1.2, ., 0.1, -1, 1.2, 1.8, -0.1, -9, -8
- COc1ccc(N2CCN(C(=O)c3oc4ccccc4c3C)CC2)cc1
    -1, 1, -4, 9.8, 5, 1.1, -0.9, 0.1, -8, -9
- O=C(CN1CCN(Cc2ccccc2)CC1)Nc1ccc2c(c1)CCC2
    0, 1, -4, -1.2, -3, 1.1, 2.7, 0.0, 74*, 3
- CC(=O)CCN1CCOCC1
    2, 1, ., -0.1, -3, 1, -0.5, -0.4, 8, -15
- Cc1c(C(=O)N2CCOCC2)oc2ccc(S(=O)(=O)N3CCCCCC3)cc12
    -1, 0.9, ., -2.6, 0, 0.8, -0.5, -0.1, -2, 6
- COc1cc(O)oc1C=Nc1ccc(Oc2ccccc2)cc1
    1, 0.7, ., -3.2, 3, 1, 3.5, -0.4, 16, -5
- COc1ccc(C2=CSC3=NCCN23)cc1F
    -6, 1.1, -20, 2.1, -3, 1.1, 0.0, -0.2, 7, 5
- Cc1c(Cl)cccc1NCC(=O)Nc1ccc(Cl)cc1F
    3, 0.9, -15, 0.2, -9, 0.9, 0.3, -0.2, 0, -11
- CN(C)c1nnnn1-c1ccc(Oc2ccccc2)cc1
    -1, 1, -13, 0.3, -6, 1.1, -0.7, -0.5, 19, -13
- CCN(CC)S(=O)(=O)c1cccc(C(=O)NC(C)C(c2cccs2)N2CCCC2)c1 (centres undefined)
    -2, 1, 29*, -1.6, -1, 1.1, 0.7, -0.4, 2, -2

Further results follow.
Below each SMILES: TNAP inh hi DEA, PMI act satM6P, S1P3 antag, Redox H2O2 prof, Efa HMGR inh, PMI act, RAM inhibit, Hsp70 activator, Lmaj promast, TNAP inh no acc
- CCCCNCc1cc(Br)c(OCC(=O)NCc2ccccc2)c(OC)c1
    1, 0.9, 5, -0.7, 0, 0.9, -0.3, 0.4, 40, -9
- CC(OC(=O)Cc1ccc(Cl)cc1)C(=O)NCCC1=CCCCC1 (centres undefined)
    -6, 0.9, 4, 0.0, -6, 0.9, 9.0*, -0.1, -6, -7
- COc1ccc(C(=O)NC(=S)Nc2ccc(Cl)c(C(=O)O)c2)cc1
    3, 1, 0, -0.7, -2, 1, 2.2, 0.1, -3, -1
- Cn1nc(-c2ccc(C(=O)N3CCN(CCO)CC3)cc2)c2ccccc2c1=O
    -4, 1.1, ., 0.5, -1, 1.1, 0.5, -0.1, 1, 4
- CCOC(=O)C1=C(c2ccccc2)N2CCN=C2S1
    ., ., -6, 2.6, ., ., ., -0.2, -1, .
- CCn1c(=O)cc(SCC(=O)NCCCN2CCC(C)CC2)c2ccccc21
    -3, 0.9, -3, -0.1, -7, 1, 0.7, -0.2, -3, -5
- Cc1ccccc1-n1c(-c2csc3ccccc23)n[nH]c1=S
    -2, 1, -7, 0.2, 0, 1, 1.9, -0.3, -3, -3
- COc1cc2c(cc1OC)CN(C(=O)CSc1nc(N)c(C#N)cc1C#N)CC2
    -5, 0.9, -24, -1.4, 2, 0.9, 1.4, -0.3, 1, -12
- CC1CCN(Cc2csc(N)n2)CC1
    -2, 1.1, ., 0.0, 0, 1, 1.3, -0.5, -6, -10
- Cc1ccccc1OCCC(=O)Nc1c(C)n(C)n(-c2ccccc2)c1=O
    ., ., -11, -0.2, 0, ., 0.0, 0.0, -5, .
- CCOc1cccc(NC(=O)CC#N)c1
    -2, 0.9, -4, 0.9, -2, 0.9, 0.6, 0.6, 3, -6
- O=c1c2ccccc2c2c(O)nc(-c3ccccc3)n2n1Cc1ccccc1
    2, 1, ., -1.3, 3, 1, 2.6, -0.2, -6, 3
- COC(=O)c1sccc1NC(=S)N1CCC(C(N)=O)CC1
    -4, 0.9, 3, 0.6, -4, 0.9, 2.4, -0.3, -1, -22
- CCOc1ccc2nc3c(cc2c1)CN(CCOC)C(=NCCOC)S3
    -6, 0.9, ., 2.4, -2, 0.9, 14*, -0.1, 12, -12
- CSc1ccc(/C=C(\NC(=O)c2ccc(C)cc2)C(=O)Nc2cccc(C)c2)cc1
    -3, 1, 2, 0.7, -5, 0.9, 4.4, -0.3, -7, -6

Additional entries
Below each SMILES: TNAP inh hi DEA, PMI act satM6P, S1P3 antag, Redox H2O2 prof, Efa HMGR inh, PMI act, RAM inhibit, Hsp70 activator, Lmaj promast, TNAP inh no acc
- Cc1cccc(NC(=O)CNC(=O)COc2ccc(C(=O)c3ccc(F)cc3)cc2)c1C
    -6, 1, -6, 0.9, -11, 1, 3.1, -0.2, -7, -5
- Cc1ccc(-n2nc(C(=O)c3ccccc3)n3c(=O)c(Cc4ccccc4)nnc23)cc1
    ., ., ., 1.1, -4, ., 2.5, -0.1, 39, .
- CC(C)OC(=O)c1c(NC(=O)Cn2cnc([N+](=O)[O-])n2)sc2c1CCCC2
    -2, 0.8, ., 1.1, 0, 0.8, 7.2, -0.1, 85*, -8
- O=C1CN(S(=O)(=O)c2ccccc2)CC(=O)N1CCc1ccccc1
    -4, 1, -2, 2.8, -5, 0.9, 2.8, 0.0, -9, -14
- Fc1cccc(C2CC(c3cccc(Br)c3)Nc3nnnn32)c1 (centres undefined)
    -4, 0.9, 10, -0.4, 0, 0.9, 0.6, -0.1, 5, -11
- O=C(Cc1ccc(S(=O)(=O)N2CCCC2)s1)Nc1nc2c(s1)CCCC2
    0, 0.8, -6, -3.5, 3, 0.7, 0.2, -0.5, 85*, -14
- Cc1ccc(-c2cnc(N)n2C)cc1C
    -10, 0.8, -8, 2.2, 1, 0.9, 0.5, -0.1, 4, -4
- O=C(Cc1cccs1)N(c1ccc(Cl)cc1)C1C=CS(=O)(=O)C1 (centres undefined)
    -5, 1.2, -17, 1.7, 0, 1.2, 2.0, -0.3, 3, 0
- Cc1[nH]c(=O)[nH]c(=O)c1S(=O)(=O)Nc1ccc(Oc2ccccc2)cc1
    -5, 1.2, 16, 2.3, -2, 1.1, 0.2, -0.1, -14, 0
- O=C(NC1CCCCC1)C1CC(O)CN1C(=O)OCc1ccccc1 (centres undefined)
    -4, 1, -28, 0.7, 0, 1, -0.8, -0.4, -2, -4
- O=C(O)CNC(=S)N(Cc1ccccc1Cl)C1CCCC1
    -5, 1, 18, -1.2, -3, 1, 1.4, -0.2, -3, -13
- COc1ccc(C2CC(c3cccc(Cl)c3)n3nc(N)nc3N2)cc1 (centres undefined)
    -4, 0.9, -10, -0.4, -3, 0.9, 1.6, -0.4, 62*, -20
- CCCc1noc2c1/C(=N\O)CC(c1ccccc1)C2 (centres undefined)
    -2, 1.2, ., 0.4, -1, 1.1, 4.8, -0.4, -3, -5
- O=C(COC(=O)c1ccc(S(=O)(=O)N2CCOCC2)cc1)NC1CCCCCCC1
    -5, 1.1, -8, -1.5, 0, 1, 3.4, 0.1, -2, -16
- CC1CN(CCOc2ccc([N+](=O)[O-])cc2)CC(C)O1 (centres undefined)
    -4, 1.1, -2, 0.4, -1, 1.1, 0.3, -0.4, 85*, -21

Next entries.
Below each SMILES: TNAP inh hi DEA, PMI act satM6P, S1P3 antag, Redox H2O2 prof, Efa HMGR inh, PMI act, RAM inhibit, Hsp70 activator, Lmaj promast, TNAP inh no acc
- COc1ccc(-c2nnn(CC(=O)N(CC(=O)NC3CCCC3)Cc3cccs3)n2)cc1OC
    -8, 0.9, -8, 0.3, -5, 1, 0.4, -0.5, -3, -12
- CN(C)S(=O)(=O)c1ccc(C(=O)NCC(=O)N/N=C/c2ccccc2Cl)cc1
    -3, 0.9, -18, -0.6, 3, 1, 5.2, -0.3, 68*, -6
- Cc1nonc1C1CCCN1Cc1nc(-c2ccc(F)cc2F)oc1C (centres undefined)
    -6, 1, 4, -0.2, 3, 1.1, 1.4, -0.3, -1, 1
- O=C(Nc1ccc2nccnc2c1)c1cnccn1
    -5, 1, ., -0.2, 1, 1, 0.4, -0.2, 8, -12
- C/C(=N/OC(=O)c1c(-c2ccccc2Cl)noc1C)c1cnccn1
    -3, 1, -7, 0.3, -1, 1, -0.8, -0.2, 4, -6
- CC1CCC(C(C)C)C(OCC(O)CN2CCCC(C)C2)C1 (centres undefined)
    -7, 0.9, -33, -0.2, 0, 1, 0.3, -0.3, 92*, -21
- Cc1c(NC(=O)C(C)OC(=O)CCC2CCCC2)c(=O)n(-c2ccccc2)n1C (centres undefined)
    -3, 0.9, -14, 0.2, 6, 0.9, 1.6, 0.0, -7, -10
- CCOC(=O)c1cc(-c2ccccc2)sc1NC(=O)C(C)(C)C
    -4, 1, ., 2.9, -6, 0.9, 1.8, -0.3, -3, -4
- CC(C)CC(C(=O)NC(C)(C)C)N(CC1CCCO1)C(=O)c1snc(C(N)=O)c1N (centres undefined)
    -3, ., -9, -0.7, -2, ., -0.7, -0.1, 3, -4
- COc1ccccc1CNC(=O)CCNC(=O)Cn1ccc2ccccc2c1=O
    2, 0.9, ., 1.5, 1, 0.9, 0.9, 0.2, -4, -6
- CCOC(=O)c1csc(NC(=O)c2ccc(N3C(=O)CCC3=O)cc2)n1
    -2, 1, 0, -2.6, 0, 1.1, 3.5, -0.3, -3, -5
- Cc1cc(NC(=O)c2cccc(S(=O)(=O)N3CCCCCC3)c2)no1
    -3, 1, ., 0.3, 1, 1, 2.0, 0.2, -2, -2
- CC(C)C(=O)Nc1ccc(C(=O)NC2CCSC2=O)cc1 (centres undefined)
    0, 1, 16, 3.2, -4, 1, 3.4, -0.5, -1, -9
- CC(C)NC(=S)Nc1ccc2cn[nH]c2c1
    -4, 0.6, 7, -0.3, 5, 0.9, 0.8, -0.1, -1, -7

From PubChem
